GBA activity up: GBA activity enhancers in patient fibroblasts, primary screen, cell-based | Lysosomal acid glucosylceramidase (Homo sapiens), P04062 | L444P Gaucher fibroblasts, 4-MU-glucoside fluorescence, 3 days | activation, % at 10 µM | 30,000 tested, 0.44% active | AID 784, 2007; in the data active = activation above about 65%;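 also: 0% = vehicle wells and 100% = positive control wells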
Target sequence (P04062 whole entry L483P): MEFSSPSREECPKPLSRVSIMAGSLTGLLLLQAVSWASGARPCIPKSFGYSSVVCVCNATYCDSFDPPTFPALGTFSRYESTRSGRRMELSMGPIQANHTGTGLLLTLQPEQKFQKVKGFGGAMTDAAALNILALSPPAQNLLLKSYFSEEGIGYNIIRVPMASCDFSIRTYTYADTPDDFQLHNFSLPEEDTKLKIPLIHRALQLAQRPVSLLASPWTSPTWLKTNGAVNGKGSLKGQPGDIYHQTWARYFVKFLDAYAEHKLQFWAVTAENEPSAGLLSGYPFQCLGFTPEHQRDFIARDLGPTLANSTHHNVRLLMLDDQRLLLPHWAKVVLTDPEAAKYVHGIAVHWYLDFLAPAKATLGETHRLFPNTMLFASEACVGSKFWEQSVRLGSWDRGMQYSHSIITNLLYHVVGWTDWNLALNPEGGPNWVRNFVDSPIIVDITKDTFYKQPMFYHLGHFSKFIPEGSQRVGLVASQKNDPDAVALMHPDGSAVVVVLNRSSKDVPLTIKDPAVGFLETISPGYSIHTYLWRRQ
Active calls of the source: *. This is a subset; count on the stated rates, not on these rows.

| SMILES | GBA activity up |
| --- | --- |
| COc1ccc(CN2C(=O)CCC2(C)C(=O)NCc2cccnc2)c(OC)c1 (stereo not given) | -13 |
| Cc1c(C2(O)C(=O)Nc3ccc(F)cc32)c(=O)n(-c2ccccc2)n1C (stereo not given) | -19 |
| O=C(N1CCOCC1)N1CCCC(c2nc(-c3cccs3)no2)C1 (stereo not given) | 10 |
| Nc1nc2sc3c(c2c(=O)s1)CCCC3 | -5 |
| CCOC(=O)Cc1csc(NC(=O)c2c(-c3c(F)cccc3Cl)noc2C)n1 | 7 |
| COc1ccc(-n2nnnc2S(=O)(=O)Cc2ccc(C(=O)O)cc2)cc1 | -6 |
| Cc1cccc(NCc2ccccc2O)c1 | -9 |
| COc1cc2c(cc1OC)CN(Cc1nc3ccsc3c(=O)[nH]1)CC2 | -22 |
| COc1ccc(C(C(C(=O)c2cccs2)N2CCOCC2)N2CCOCC2)cc1OC (stereo not given) | 3 |
| Cc1cnc(NC(=O)CN(C)S(=O)(=O)c2ccc(Cl)cc2)s1 | 4 |
| NC(=O)c1ccc(N2CCCCC2)c(N2C(=O)C3C4C=CC(C4)C3C2=O)c1 (stereo not given) | -8 |
| CCOC(=O)N1CCN(C(=O)c2ccc(Cn3c(=S)[nH]c4cc5c(cc4c3=O)OCO5)cc2)CC1 | -14 |
| CS(=O)(=O)N(CC(=O)N1CCCCCC1)c1ccccc1 | 0 |
| COCC(=O)n1nc(NCc2ccc(OC)cc2)nc1NCc1ccc(OC)cc1 | -7 |
| CCN(CC)c1ccc(C2CC(=O)NC3=C2C(=O)CC(C)(C)C3)cc1 (stereo not given) | 14 |

Some of the entries above in a different format:
COc1cc2c(cc1OC)CN(Cc1nc3ccsc3c(=O)[nH]1)CC2
  GBA activity up = -22

CCN(CC)c1ccc(C2CC(=O)NC3=C2C(=O)CC(C)(C)C3)cc1 (stereo not given)
  GBA activity up = 14

Cc1cnc(NC(=O)CN(C)S(=O)(=O)c2ccc(Cl)cc2)s1
  GBA activity up = 4

NC(=O)c1ccc(N2CCCCC2)c(N2C(=O)C3C4C=CC(C4)C3C2=O)c1 (stereo not given)
  GBA activity up = -8

(continued)
| SMILES | GBA activity up |
| --- | --- |
| O=C(COC(=O)c1ccc(S(=O)(=O)N2CCOCC2)cc1)NC1CCCCCC1 | 6 |
| Cc1ccc(C)c(N2CCN(C(=O)CN3C(=O)c4ccccc4C3=O)CC2)c1 | 5 |
| COC(=O)Oc1nsnc1N1CCOCC1 | -14 |
| CCc1cccc(OCCCCNCCOC)c1 | -12 |
| COc1ccc(CCNS(=O)(=O)c2cccc(F)c2)cc1OC | -14 |
| O=C(Cc1ccccc1)NCCCN1CCN(CCCNC(=O)Cc2ccccc2)CC1 | -4 |
| CCc1ccccc1-n1c(SCC(=O)NC)nnc1-c1cccnc1 | -25 |
| CC(=O)c1c(C)nn(CCC(=O)O)c1C | -9 |
| CC(=O)Nc1ccc(-c2nnc(SCC(=O)n3c4c(c5ccccc53)CCCC4)n2C)cc1 | 0 |
| CSc1ccc(S(=O)(=O)NCCOc2ccccc2C)cc1 | 2 |
| CC(C)NS(=O)(=O)c1cc(C(=O)O)ccc1Cl | 3 |
| Cc1ccc(NC(=O)c2ccccc2)s1 | -5 |
| CCN1CCCC1CNC(=O)C1CCCN(S(=O)(=O)c2cccc3nsnc23)C1 (stereo not given) | -4 |
| CCCn1nnnc1SCC(=O)Nc1nnc(CC)s1 | -8 |
| CC(=NCc1ccco1)c1c(C)[nH]n(-c2nc3ccccc3s2)c1=O | -28 |

Random excerpt: 2 records from the list.
| SMILES | GBA activity up |
| --- | --- |
| CCCn1nnnc1SCC(=O)Nc1nnc(CC)s1 | -8 |
| Cc1ccc(C)c(N2CCN(C(=O)CN3C(=O)c4ccccc4C3=O)CC2)c1 | 5 |

Remaining list, next part:
| SMILES | GBA activity up |
| --- | --- |
| CCOc1ccccc1NC(=O)CCSc1nc2n[nH]c(C)c2c(=N)n1-c1ccccc1Cl | -46 |
| O=C(Cn1cnnn1)Nc1ccccc1Cc1ccccc1 | -23 |
| CCCCN(CCCNC(=O)C1CCN(S(=O)(=O)CC)CC1)c1ccccc1 | -25 |
| CC1(C)CC(n2c(=S)[nH]c3ccccc3c2=O)CCO1 (stereo not given) | -13 |
| CCOC(=O)N1CCC(C(N)=O)CC1 | 5 |
| CCOc1ccc(-c2cc(CCCC(=O)Nc3cc(OC)ccc3OC)no2)cc1 | -23 |
| CCCCn1c2nc3ccccc3nc2c2c(=O)n(C(C)CC)cnc21 (stereo not given) | 34 |
| Cc1onc(-c2c(F)cccc2Cl)c1C(=O)N1CCN(S(C)(=O)=O)CC1 | -9 |
| O=C(CSc1nccc2ccccc12)N1CCN(Cc2ccc3c(c2)OCO3)CC1 | -7 |
| COc1cccc(NS(=O)(=O)c2ccc3[nH]cc(C(=O)NC4CC4)c(=O)c3c2)c1 | 8 |
| COc1ccc(C(CNC(=O)c2ccc(S(=O)(=O)N3CCOCC3)cc2)N2CCCCC2)cc1 (stereo not given) | -18 |
| COc1cc(NS(=O)(=O)c2ccc(OC)c(C)c2C)c(OC)cc1Cl | -3 |
| O=C(Nc1ccc(Cl)cc1)OCCn1nnnc1C(c1ccccc1)N1CCOCC1 (stereo not given) | 4 |
| CCOc1cccc(-n2nnnc2-c2ccc(OC)cc2)c1 | -17 |
| O=C(C(NS(=O)(=O)c1cccc2nsnc12)c1ccccc1)N1CCN(c2ccccn2)CC1 (stereo not given) | -47 |
| CC1(C)CC2CC(C)(CN2S(=O)(=O)c2ccc(N)cc2)C1 (stereo not given) | -26 |
| CC1=C(C(N)=O)C(c2cccs2)n2nc(-c3cccc(C)c3)nc2N1 (stereo not given) | 91* |
| CN1CCc2c(sc(/N=C/c3cccs3)c2C(N)=O)C1 | -7 |
| CC1=C(C(N)=O)C(c2ccc(C)o2)C(C(N)=O)=C(C)N1 | -29 |
| COC(=O)c1ccc(COc2ccc(-c3nn[nH]n3)cc2)cc1 | 41 |
| CC1(C)Cc2ccccc2-c2nnc(-c3ccc(O)cc3)n21 | -26 |
| CC(=O)N1CCN(C(=O)CCc2nc3sc4c(c3c(=O)[nH]2)CCCC4)CC1 | -14 |
| Cc1c(Cl)cccc1NC(=O)CSCC(N)=O | -13 |
| Cc1cc(N2C(=O)c3ccc(C(=O)NCc4ccccc4)cc3C2=O)no1 | 1 |
| Cc1ccc(CN2CC34C=CC(O3)C(C(=O)NCc3ccc5c(c3)OCO5)C4C2=O)cc1 (stereo not given) | -8 |
| Cc1cc(NC(=O)CSc2ncn(-c3ccccc3)n2)no1 | -2 |
| C=CCNc1ncnc2ccccc12 | -7 |
| COc1ccc(N2CCN(C(=O)c3ccc(N4C(=O)NC5CC4(C)Oc4ccccc45)cc3)CC2)cc1 (stereo not given) | 7 |
| CCOCCCNC(=O)C(Cc1ccccc1)NC(=O)c1ccco1 (stereo not given) | -22 |
| c1ccc(Oc2nc(Oc3ccccc3)nc(N3CCOCC3)n2)cc1 | 26 |
| Cc1ccc2c(c1)nnn2C1CCN(CC(=O)c2ccc(Cl)cc2)CC1 | -21 |
| O=C(O)c1ccc(N2C(=O)C3ON(c4ccccc4)C(c4ccccc4F)C3C2=O)cc1 (stereo not given) | -1 |
| COc1ccc(NC(=O)C2CCN(c3nc(C)nc4c3CCC4)CC2)cc1 | -1 |
| Cc1cccc2nc(CSc3nncn3-c3ccccc3)cn12 | -36 |
| Cc1ccc(C2(c3ccc(C)cc3)NC(=O)N(Cc3c(C)noc3C)C2=O)cc1 | 2 |
| CS(=O)(=O)N(CC(=O)NCc1ccco1)c1cc(C(F)(F)F)ccc1Cl | -10 |
| CCOC(=O)/C=C1\CC(=O)Nc2cc(C)c(C)cc2N1 | 3 |
| Cc1cc(-c2ccccc2)nc(SCc2ccc(C(=O)O)o2)n1 | -14 |
| COc1ccc(OC)c(NC(=O)C2CCCNC2=O)c1 (stereo not given) | -7 |
| CCCN1C(=O)c2ccc(C(=O)NC3CCCCC3)cc2C1=O | 9 |
| Cn1c(=O)[nH]c(=O)c2c1nc(Br)n2CCCSc1nc2ccccc2o1 | -18 |
| Cc1ccc(-c2nc(C#N)c(NCCN3CCCCC3)o2)cc1 | 3 |
| Oc1ccc(Br)cc1/C=N/n1cnc2ccccc21 | -12 |
| CCOc1cc(CN2CCCCC2)ccc1OC | 0 |
| Cc1cc2oc(=O)cc(CN3CCCCC3)c2cc1C(C)C | -10 |
| COc1ccc(CNC(=O)c2cccc3c2C(=O)N(Cc2cccnc2)C3)cc1 | -11 |
| COc1cc(C(=O)CSc2nncn2C)cc(OC)c1OC | -3 |
| O=C(CN(C(=O)c1ccco1)c1cccc(F)c1)NCc1ccc(F)cc1 | -12 |
| O=C(NCc1ccc(Cl)c(Cl)c1)c1cccnc1 | 1 |
| COc1ccc(N=c2oc3cc(O)ccc3cc2C(=O)NCC2CCCO2)c(OC)c1 (stereo not given) | -22 |
| COc1ccc(OC)c(-c2nc(C)sc2CC(=O)O)c1 | -45 |
| CCNS(=O)(=O)c1ccc(NS(=O)(=O)c2cc(C)ccc2C)cc1 | -31 |
| CCOC(=O)c1snc(-c2ccc(F)cc2)c1N | 16 |
| CN1CCCC(OC(=O)c2ccc3c(c2)OCCO3)C1 (stereo not given) | -39 |
| Cc1ccc(C2=Nc3ccccc3NC(C)(c3ccc(C)o3)C2)o1 (stereo not given) | -14 |
| CCN(c1ccccc1)S(=O)(=O)c1cnc[nH]1 | 10 |
| CCSc1oc(-c2ccco2)nc1S(=O)(=O)c1ccc(F)cc1 | -7 |
| OCCN1CCN(c2nc(-c3ccccc3)c3cc(Cl)ccc3n2)CC1 | -9 |
| CC(=O)Nc1cc2c(cc1NC(=O)c1cnccn1)OCCO2 | -4 |
| CCc1ccccc1S(=O)(=O)Cc1ccc(C(=O)NCC2CCCO2)o1 (stereo not given) | -2 |

Structural class: the compounds so far containing bromine
| SMILES | GBA activity up |
| --- | --- |
| Cn1c(=O)[nH]c(=O)c2c1nc(Br)n2CCCSc1nc2ccccc2o1 | -18 |
| Oc1ccc(Br)cc1/C=N/n1cnc2ccccc21 | -12 |

(continued)
| SMILES | GBA activity up |
| --- | --- |
| O=c1oc(-c2ccco2)nc2c1cnn2-c1ccccc1 | -2 |
| Nc1nc(-c2ccccc2)nc(-c2ccccc2O)n1 | -21 |
| COC(=O)C(CCSC)NC(=O)C(NC(=O)C1CCC(C)CC1)C(C)C (stereo not given) | 51 |
| CC(O)c1nc2ccc(Cc3ccc4nc(C(C)O)[nH]c4c3)cc2[nH]1 (stereo not given) | 7 |
| COCCOC(=O)c1[nH]c2c(c1C)C(=O)CC(c1ccc(N(C)C)cc1)C2 (stereo not given) | -27 |
| O=C(CSc1nc(N2CCCCC2)nc(N2CCCCC2)n1)N1CCc2ccccc21 | -56 |
| CCOC(=O)c1cnc(SCc2nc(N)nc(Nc3ccc(C)cc3)n2)nc1N | -7 |
| CCn1cc(C(=O)NC2CCc3ccccc32)c(=O)c2ccc(C)nc21 (stereo not given) | -7 |
| CCc1nnc(NC(=O)CSc2nnc(-c3ccoc3C)n2-c2ccccc2)s1 | 9 |
| O=C(Nc1ccccc1)c1ccc(NCc2cccnc2)c(S(=O)(=O)N2CCOCC2)c1 | -8 |
| Cc1cc(C(=O)COC(=O)c2cccs2)c(C)n1-c1c(C)n(C)n(-c2ccccc2)c1=O | -19 |
| CC1=C(C(N)=O)C(c2cccnc2)n2nc(-c3cccc(C)c3)nc2N1 (stereo not given) | 27 |
| Cc1ccc(C(=O)C2CCNCC2)cc1 | -67 |
| COc1ccc(C)cc1-n1nnnc1SCc1nc2ccccc2s1 | 1 |
| CCOc1ccc(C(=O)OCC(=O)NCc2ccco2)cc1OCC | -2 |
| O=c1[nH]c2ccc(S(=O)(=O)Nc3ccc(-c4nnc5n4CCCCC5)cc3)cc2o1 | -15 |
| O=C(NC1CCS(=O)(=O)C1)OC1CCCCC1 (stereo not given) | 0 |
| Cc1cc(C)n2nc(SCC(=O)c3ccc[nH]3)nc2n1 | -11 |
| COc1ccc(CCNC(=O)COc2ccc(S(=O)(=O)N3CCOCC3)cc2)cc1OC | -27 |
| COc1cccc(-c2nnc(SCC(=O)Nc3cc(C)on3)o2)c1 | -25 |
| CCCCOC(=O)c1ccc(NC(=O)c2cnc3n(c2=O)CCS3)cc1 | -37 |
| O=C1C2C3C=CC(C3)C2C(=O)N1c1nccs1 (stereo not given) | -2 |
| CC(C)CC1NC(=O)N(CC(=O)c2ccc3c(c2)OCCO3)C1=O (stereo not given) | -13 |
| Cn1nccc1C(=O)NCCN1C(=O)OC(C)(C)C1(C)O (stereo not given) | 0 |
| C=CCNC(=O)CCCOc1cc(C)ccc1C | 68* |
| Cc1nn(-c2ccccc2)c2c1C(c1ccccc1)C(C#N)=C(N)O2 (stereo not given) | -5 |
| Cc1ccc(C(=O)Nc2nc3ccccc3s2)s1 | -5 |
| COc1ccc(OC)c(NC(=O)c2c(NC(=O)c3ccco3)sc3c2CCC3)c1 | 10 |
| O=C(NCC1CCCO1)c1c(O)c2ccccc2[nH]c1=O (stereo not given) | 23 |
| COc1ccc(CCNc2nc(-c3ccco3)cc(C(F)(F)F)n2)cc1OC | -43 |
| COc1ccc(NC(=O)C2Cc3ccccc3CN2C(=O)c2ccccc2)cn1 (stereo not given) | 4 |
| CC(NCCC(c1ccccc1)c1ccccc1)c1ccccc1 (stereo not given) | -81 |
| O=C(CN1C(=O)CCC1=O)Nc1nc(-c2cccs2)cs1 | 15 |
| Cc1oc2cc3c(C(=O)OCCN(C)C)c(C)oc3cc2c1C(=O)OCCN(C)C | 5 |
| COc1nc2ccccc2c(=O)n1OCC(C)C | -10 |
| COc1ccc(-c2coc3cc(O)ccc3c2=O)cc1OC | -8 |
| Cc1sc2ncnc(SCC(=O)c3cccs3)c2c1C | -31 |
| CC1=C(c2ccc(C)cc2)S(=O)(=O)N(CC(=O)O)C1=O | 2 |
| O=C(COC(=O)c1ccc2c(c1)OCO2)NC1CCS(=O)(=O)C1 (stereo not given) | -18 |
| COc1ccc(Br)cc1S(=O)(=O)N1CCOCC1 | -2 |
| Cc1ccc(NC(=O)CCn2c(=O)oc3ccccc32)cc1 | -47 |
| COc1ccc(OC)c(NC(=O)Cn2cc(C#N)c3cc(Br)ccc32)c1 | -10 |
| CN1C(=O)c2ccc(S(=O)(=O)c3ccc(C(=O)O)cc3)cc2C1=O | 38 |
| CCN(CC)c1ccc(-n2cc3c(=O)n(C)c(=O)n(C)c3c2)cc1 | -11 |

Screening data as filed in PubChem.
